RAD54 inh – blocks human RAD54 Holliday junction branch migration; inhibition, % at 10.4 µM; Q92698; FAM/BHQ fluorescence; actives 0.14% (n = 360,000);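 active = mean normalized replicate activity at least 40 and at least half of replicates scoring 40 or more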;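 also: 0% = median of neutral control wells and 100% = median of positive control wells; inhibitors cause a drop in the FAM fluorescence signal; in these data hits start at about 50%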
Target sequence (Q92698 whole entry, looked up): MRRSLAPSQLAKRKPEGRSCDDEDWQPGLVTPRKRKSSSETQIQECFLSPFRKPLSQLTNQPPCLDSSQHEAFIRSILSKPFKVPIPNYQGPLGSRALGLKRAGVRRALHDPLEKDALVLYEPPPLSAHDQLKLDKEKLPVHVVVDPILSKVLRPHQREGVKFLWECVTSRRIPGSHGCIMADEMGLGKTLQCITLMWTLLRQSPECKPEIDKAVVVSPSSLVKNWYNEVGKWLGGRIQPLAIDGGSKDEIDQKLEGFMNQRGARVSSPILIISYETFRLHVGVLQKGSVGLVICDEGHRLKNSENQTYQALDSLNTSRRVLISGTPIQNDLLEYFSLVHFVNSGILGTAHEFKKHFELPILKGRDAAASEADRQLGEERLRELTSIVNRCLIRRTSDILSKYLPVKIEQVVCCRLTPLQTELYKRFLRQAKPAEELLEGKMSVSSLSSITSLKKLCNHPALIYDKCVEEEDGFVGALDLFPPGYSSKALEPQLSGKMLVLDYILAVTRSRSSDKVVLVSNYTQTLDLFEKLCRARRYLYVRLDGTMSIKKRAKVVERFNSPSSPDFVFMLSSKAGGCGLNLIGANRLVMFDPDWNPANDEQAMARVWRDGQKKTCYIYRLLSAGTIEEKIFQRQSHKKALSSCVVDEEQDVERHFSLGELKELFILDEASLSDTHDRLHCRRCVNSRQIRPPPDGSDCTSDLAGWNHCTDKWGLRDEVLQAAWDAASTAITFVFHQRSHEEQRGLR
PglD DTNB – PglD (C. jejuni) enzyme inhibition | purified PglD enzyme, DTNB colorimetric CoA detection | inhibition, % at 12.5 µM | actives 0.098% (n = 360,000); in the data active = inhibition above about 16%, passing the limit was not always enough; also: strong numbers were not always called active
RAD52 inh – blocks human RAD52 DNA annealing; P43351; recombinant RAD52 DNA annealing, FRET fluorescence; inhibition, % at 18.7 µM; actives 0.46% (n = 360,000);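 active = every replicate showing at least 50% inhibition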
miR122 inh – blocks miR-122 activity in Huh7 sensor cells. Huh7 miR-122 Renilla luciferase sensor, 48 h; neutral wells = 0, positive control = 100. activation (reporter increase), % at 12.5 µM. actives 0.3% (n = 340,000). AID 602342;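 active = mean replicate activation score at least 90 and every replicate individually at or above 90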;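 also: higher luciferase means less miR-122 activity so hits act as miR-122 inhibitors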
Cneo AK release – Cryptococcus neoformans lysis via adenylate kinase release; actives 0.2% (n = 360,000); lysis activity, % at 15 µM; AID 651654; C. neoformans lysis, adenylate kinase release luminescence, 4 h; normalised: neutral wells 0, clomiphene wells 100;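 active = mean lysis activity across replicates of at least 80%, whatever share of replicates individually reach that level; inactive = mean lysis activity below 80%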
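Test system: log-phase Cryptococcus neoformans yeast cells; Quantity: yeast cell density of 5 × 10^6 cells/mL; Buffer or medium: YPD; Doses: single compound concentration per well; Timing: 4 h at 37 °C static, read 1 h later; Measured by: AK luminescence; Read-out basis: lysis from increased AK signal; Control set: Clomiphene as positive control.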
ERAP1 HTS inh – blocks human ERAP1 aminopeptidase activity; recombinant ERAP1, Leu-AMC fluorescence, 60 min; inhibition, % at 10.7 µM; actives 0.15% (n = 340,000); AID 652197;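 active = mean replicate inhibition of at least 30%, or all replicates individually reaching that 30% level; inactive = mean below 30% and not every replicate reaching it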;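 also: 0% = neutral control wells and 100% = L-leucinethiol positive control wells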
PGC1a acetyl inh – lowers PGC1a acetylation signal in U2OS cells | AlphaScreen anti-acetyl-lysine; with virally co-expressed GCN5 acetyltransferase | inhibition, % at 15.6 µM | actives 0.17% (n = 350,000) | AID 651687;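 active = every replicate shows inhibition of at least 40%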;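 also: 0% = neutral control wells and 100% = positive control wells; some results beyond the cut were filed as inactive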
E-selectin induc – induces E-selectin expression in human endothelial cells | HUVEC E-selectin immunofluorescence imaging; normalized: neutral wells 0, TNF-alpha wells 100 | actives 0.37% (n = 260,000) | P16581 | activation, % at 7.58 µM;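 active = mean E-selectin-positive cell signal at least 10% of the positive control, reached in at least 60% of replicates, without over 20% cell loss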;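 also: in these data hits start at about 27%; measured in HUVEC primary endothelial cells; signal is the percent of cells scored E-selectin positive by PE staining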
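Test system: HUVEC; input: 3,000 HUVEC/well; measured by: immunofluorescence imaging; read-out: % PE-positive cells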
* marks the source's active call; other numbers are inactive results; / = not tested or not shown; & = joins results of further samples; [ ] = another dose, or the depositor's remark.

no.	mol	RAD54 inh	PglD DTNB	RAD52 inh	miR122 inh
1	CC[C@]12c3[nH]c4ccccc4c3CCN1C(=O)C(CC(=O)NCc1cccc(C(F)(F)F)c1)C[C@@H]2C(=O)N1CCN(C(=O)C2CC2)CC1 (some centres not stated)	12	5	-4	4
2	Cc1nn(-c2ccccc2)c(Cl)c1C(=O)Nc1nnc(C2CCCC2)s1	-1	-4	/	1
3	CC(C)(C)NC(=O)COC(=O)c1ccccc1Oc1ccccc1	-7	0	-10	2
4	COCc1c(C(=O)OCC(=O)c2c(N)n(CC(C)C)c(=O)n(C)c2=O)oc2ccccc12	-7	-2	/	-3
5	COc1ccc(NS(=O)(=O)c2ccc(N3CCOCC3)c(NC(=O)c3ccc(F)cc3)c2)cc1	-2	2	-15	179*
6	COc1ccccc1S(=O)(=O)N1CC[C@@H]2[C@H]1c1cc(C#CC3CCCCC3)ccc1N[C@@H]2CO	/	/	-23	/
7	CC(C)c1ccc(C(=O)N2CCOCC2c2cc(C(=O)Nc3ccccc3)no2)cc1 (configuration not stated)	-3	-3	-15	-1
8	COCC(=O)N1[C@@H]2Cn3c(ccc(-c4ccccc4)c3=O)[C@H]1[C@@H](C(=O)NCc1ccccn1)[C@@H]2CO	26	-3	6	/
9	O=C(O)[C@H]1[C@H](CO)[C@H]2Cn3c(ccc(/C=C/c4ccccc4)c3=O)[C@H]2N1C(=O)c1cnccn1	-2	-4	-12	/
10	CC(C)(C)NC(=O)CN(C(=O)CCC(=O)Nc1nccs1)c1ccc(F)c(Cl)c1	-2	-1	-16	3
11	Cc1cccc(/C=N/NC(=O)c2cc(-c3cccnc3)nc3c2c(C)nn3-c2ccccc2)c1	-3	-3	/	-6
12	NC(=O)C1=C[C@H](c2ccccc2)C[C@H](OCc2ccc(CO)cc2)O1	1&10	-5&-3	11&-15	0

no.	Cneo AK release	ERAP1 HTS inh	PGC1a acetyl inh	E-selectin induc
1	-6	/	10	-0.3
2	10	/	12	/
3	1	-2	-8	4.7
4	5	/	-21	/
5	2	1	/	/
6	/	-1	-4	5.1
7	-1	-1	-23	0.0
8	0	0	/	-0.2
9	32	0	/	1.1
10	7	-3	-8	0.0
11	-3	/	6	/
12	-14&-3	0&17	5&-1	0.0

(cont.)
no.	mol	RAD54 inh	PglD DTNB	RAD52 inh	miR122 inh
13	CSc1ccccc1NC(=O)CSc1nnc(Cc2ccccc2)o1	-2	-4	-10	-5
14	CCc1ccc(NC(=O)CCCN2C(=S)NC(C)(C)CC2C)cc1 (configuration not stated)	6	2	8	/
15	CNC[C@@H]1Oc2ccc(NC(=O)Nc3ccc(OC)cc3)cc2C(=O)N([C@H](C)CO)C[C@H]1C	5	0	-7	6[16.7 µM]
16	Cc1ccc(OCCNC(=O)Cc2ccc(S(=O)(=O)N3CCOCC3)s2)cc1	-6	-8	-72	/
17	CC(C)NC(=O)N(C)C[C@@H]1OCCCC[C@@H](C)Oc2ccc(NC(=O)Nc3ccc(F)cc3)cc2C(=O)N([C@@H](C)CO)C[C@H]1C	-3	1	-10	8[16.7 µM]
18	Cc1ccc(-n2nnnc2SCC(=O)Nc2ncc(Cc3ccccc3Cl)s2)cc1	0	1	/	2
19	CC(C)NC(=O)N(C)C[C@@H]1Oc2c(NS(=O)(=O)c3ccccc3)cccc2C(=O)N([C@@H](C)CO)C[C@@H]1C	5&8	3&-6	1&-9	-2[16.7 µM]
20	Cc1ccc(C(=O)NNC(=O)C2CCN(c3ncccn3)CC2)cc1	-4	4	-14	1
21	Cc1ccc(C)c(NC(=O)Cn2cc(C(=O)C3CC3)c3ccccc32)c1	-12	-3	-10	-5
22	CCCCn1c(N)c(N(CCOC)C(=O)CCNC(=O)NC23CC4CC(CC(C4)C2)C3)c(=O)[nH]c1=O	-4	-3	-17	-10
23	C=C[C@]1(C)C=C2CC[C@H]3[C@@](C)(CCC[C@@]3(C)C(=O)O)[C@@H]2CC1	-5	5	/	5
24	CC1CC(C)CN(C(=O)Cn2nnc(-c3ccccc3)n2)C1 (configuration not stated)	14	6	-9	/

no.	Cneo AK release	ERAP1 HTS inh	PGC1a acetyl inh	E-selectin induc
13	0	-2	5	/
14	1	-1	-17	0.0
15	1	0	-9	-4.8
16	1	2	/	-0.8
17	-5	-4	2	-0.2
18	0	/	0	/
19	6&0	-2&-1	6&6	38&-0.3
20	0	-6	/	-0.2
21	-1	3	/	/
22	-1	1	1	-0.3
23	-3	/	-1	/
24	-4	1	/	0.1

The list goes on.
no.	mol	RAD54 inh	PglD DTNB	RAD52 inh	miR122 inh
25	Cc1nc2cc(NC(=O)Nc3nccs3)ccc2n1C	-4	5	/	-3
26	O=S(=O)(c1ccccc1)c1nc(-c2ccccc2Cl)oc1NCCN1CCOCC1	-4	3	/	8
27	CS(=O)(=O)N1[C@@H]2c3ccc(C4=CCCCC4)c(=O)n3C[C@H]1[C@H](CO)[C@H]2C(=O)N1CCCCC1	0	2	11	1[16.7 µM]
28	Cc1cc(C)c(C(=O)COC(=O)c2c(C)noc2C)cc1C	1	-5	-2	53
29	C#CCOCCOCCOCCNc1nc(N2CCN(C(=O)Cn3cc(CCCCN)nn3)CC2)nc(N2CCN(C(=O)Cn3cc(CCCCN)nn3)CC2)n1	-22	0	6	/
30	Cc1cc(NC(=O)c2noc3c2CCCC3)no1	3	3	/	-6
31	COc1ccc(S(=O)(=O)N2CCN(C(=O)c3c(-c4ccccc4)noc3C)CC2)cc1	-3	-1	/	-4
32	Cc1cc(F)ccc1-c1cc(C(=O)NCc2ccc(C(F)(F)F)cc2)[nH]n1	5	-2	-13	1
33	COC(=O)c1ccc(C2c3c(oc4ccc(Cl)cc4c3=O)C(=O)N2CCN2CCOCC2)cc1 (configuration not stated)	2	2	-18	7
34	Cn1c(=O)n(C)c2cc(NC(=O)CSc3ccccc3)ccc21	-3	0	-29	-15
35	CC(=O)N1CCc2c(sc(NC(=O)Cc3ccc(F)cc3)c2C(N)=O)C1	-11	-1	-1	3
36	CCS(=O)(=O)C(=C(Nc1ccc(OC)cc1)Nc1ccc(OC)cc1)S(=O)(=O)CC	9	5	/	-7

no.	Cneo AK release	ERAP1 HTS inh	PGC1a acetyl inh	E-selectin induc
25	-6	/	-19	/
26	-6	/	2	/
27	-5	0	/	-0.2
28	-2	0	0	-2.1
29	0	/	/	-0.4
30	0	/	-11	/
31	0	/	-11	/
32	1	-1	-1	4.1
33	2	0	3	-0.1
34	0	-3	/	-0.3
35	3	3	-21	/
36	0	/	-8	/

New compounds follow
no.	mol	RAD54 inh	PglD DTNB	RAD52 inh	miR122 inh
37	CCOC(=O)C1=C(O)/C(=C/c2cc(OC)c(OC)c(OC)c2)N=C1C	2	-10	/	2
38	COc1ccc(CNC(=O)CS(=O)Cc2nc(-c3ccccc3C)oc2C)cc1 (configuration not stated)	-9	-5	-16	-4
39	O=C(Nc1cccc2ccccc12)c1cc2c(cc1Br)OCO2	8	-4	-17	/
40	COc1ccc(NC(=O)c2ccc(S(=O)(=O)N3CCCCCC3)cc2)c(OC)c1	6	-1	-7	31
41	Nc1cc(=O)[nH]c(SCC(=O)Nc2ccc(N3CCOCC3)cc2)n1	-7	-3	-5	/
42	COc1ccc2cc(CCNC(=O)C3CCCC3)c(=O)[nH]c2c1	5	/	0	-5
43	C[C@@H]1CCCCO[C@@H](CN(C)C(=O)C2CCCCC2)[C@@H](C)CN([C@@H](C)CO)C(=O)c2cc(NC(=O)Nc3ccc4c(c3)OCO4)ccc2O1	-3	-1	8	-9[16.7 µM]
44	CN(C)CC(=O)N1[C@H](CO)[C@@H](c2ccc(-c3ccc(C(=O)N(C)C)cc3)cc2)[C@@H]1C#N	-12	-2	-14	/
45	CN(C)CC/C=C1\c2ccccc2CSc2ccccc21	-8	5	-4	2
46	CCCCC(=O)Nc1ccc2c(c1)nc(CCN1CCN(c3ccccn3)CC1)n2C	7	2	0	-6
47	CC1(C(=O)NS(=O)(=O)c2ccc(F)cc2F)CCN1C(=O)CCc1ccccc1 (configuration not stated)	-4	3	-12	13
48	CO[C@@H]1CN(C)C(=O)c2cc(NC(=O)Nc3cc(F)ccc3F)ccc2OC[C@@H](C)N(C)C[C@@H]1C	11	1	9	11[16.7 µM]

no.	Cneo AK release	ERAP1 HTS inh	PGC1a acetyl inh	E-selectin induc
37	-2	/	-9	/
38	2	5	/	/
39	3	1	/	/
40	7	1	-6	-0.1
41	-1	3	/	-2.6
42	2	0	2	0.1
43	0	1	10	-0.2
44	-1	0	7	-0.6
45	1	-1	-9	0.4
46	0	-4	7	0.5
47	1	1	1	/
48	-1	10	-4	-0.1

(further entries)
no.	mol	RAD54 inh	PglD DTNB	RAD52 inh	miR122 inh
49	O=C(CSc1ncnc2sccc12)Nc1ccc(S(=O)(=O)N2CCOCC2)cc1	-10	-3	-31	5
50	COc1ccc(S(=O)(=O)N(C)c2ccc(C(=O)N3CCCCC3)cc2)cc1OC	-2	-7	1	-8
51	O=C(CCSCc1cccc(Cl)c1)NCCC1=CCCCC1	-16	-1	/	-7
52	O=C(NN1CCOCC1)c1ccc(Cl)c([N+](=O)[O-])c1	10	1	-7	/

no.	Cneo AK release	ERAP1 HTS inh	PGC1a acetyl inh	E-selectin induc
49	0	3	/	-0.2
50	-1	1	6	0.2
51	-4	/	0	0.3
52	-4	1	/	0.0

By substructure, the compounds so far with an aryl methoxy group (10)
no.	mol	RAD54 inh	PglD DTNB	RAD52 inh	miR122 inh
5	COc1ccc(NS(=O)(=O)c2ccc(N3CCOCC3)c(NC(=O)c3ccc(F)cc3)c2)cc1	-2	2	-15	179*
6	COc1ccccc1S(=O)(=O)N1CC[C@@H]2[C@H]1c1cc(C#CC3CCCCC3)ccc1N[C@@H]2CO	/	/	-23	/
15	CNC[C@@H]1Oc2ccc(NC(=O)Nc3ccc(OC)cc3)cc2C(=O)N([C@H](C)CO)C[C@H]1C	5	0	-7	6[16.7 µM]
31	COc1ccc(S(=O)(=O)N2CCN(C(=O)c3c(-c4ccccc4)noc3C)CC2)cc1	-3	-1	/	-4
36	CCS(=O)(=O)C(=C(Nc1ccc(OC)cc1)Nc1ccc(OC)cc1)S(=O)(=O)CC	9	5	/	-7
37	CCOC(=O)C1=C(O)/C(=C/c2cc(OC)c(OC)c(OC)c2)N=C1C	2	-10	/	2
38	COc1ccc(CNC(=O)CS(=O)Cc2nc(-c3ccccc3C)oc2C)cc1 (configuration not stated)	-9	-5	-16	-4
40	COc1ccc(NC(=O)c2ccc(S(=O)(=O)N3CCCCCC3)cc2)c(OC)c1	6	-1	-7	31
42	COc1ccc2cc(CCNC(=O)C3CCCC3)c(=O)[nH]c2c1	5	/	0	-5
50	COc1ccc(S(=O)(=O)N(C)c2ccc(C(=O)N3CCCCC3)cc2)cc1OC	-2	-7	1	-8

no.	Cneo AK release	ERAP1 HTS inh	PGC1a acetyl inh	E-selectin induc
5	2	1	/	/
6	/	-1	-4	5.1
15	1	0	-9	-4.8
31	0	/	-11	/
36	0	/	-8	/
37	-2	/	-9	/
38	2	5	/	/
40	7	1	-6	-0.1
42	2	0	2	0.1
50	-1	1	6	0.2
